# HKDC1 inhibitor: blocks human hexokinase HKDC1 activity; inhibition, % at 20 µM; hit rate 0.16% among 340,000; Q2TB90; AID 493160; recombinant HKDC1, G6PDH/diaphorase resazurin coupled fluorescence;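 active = inhibition above about 35% when tested at 20 µM, limit read from the data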;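 also: plate controls were DMSO wells with enzyme for no effect and DMSO wells lacking enzyme for full effect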
# Target sequence (Q2TB90 whole entry, looked up): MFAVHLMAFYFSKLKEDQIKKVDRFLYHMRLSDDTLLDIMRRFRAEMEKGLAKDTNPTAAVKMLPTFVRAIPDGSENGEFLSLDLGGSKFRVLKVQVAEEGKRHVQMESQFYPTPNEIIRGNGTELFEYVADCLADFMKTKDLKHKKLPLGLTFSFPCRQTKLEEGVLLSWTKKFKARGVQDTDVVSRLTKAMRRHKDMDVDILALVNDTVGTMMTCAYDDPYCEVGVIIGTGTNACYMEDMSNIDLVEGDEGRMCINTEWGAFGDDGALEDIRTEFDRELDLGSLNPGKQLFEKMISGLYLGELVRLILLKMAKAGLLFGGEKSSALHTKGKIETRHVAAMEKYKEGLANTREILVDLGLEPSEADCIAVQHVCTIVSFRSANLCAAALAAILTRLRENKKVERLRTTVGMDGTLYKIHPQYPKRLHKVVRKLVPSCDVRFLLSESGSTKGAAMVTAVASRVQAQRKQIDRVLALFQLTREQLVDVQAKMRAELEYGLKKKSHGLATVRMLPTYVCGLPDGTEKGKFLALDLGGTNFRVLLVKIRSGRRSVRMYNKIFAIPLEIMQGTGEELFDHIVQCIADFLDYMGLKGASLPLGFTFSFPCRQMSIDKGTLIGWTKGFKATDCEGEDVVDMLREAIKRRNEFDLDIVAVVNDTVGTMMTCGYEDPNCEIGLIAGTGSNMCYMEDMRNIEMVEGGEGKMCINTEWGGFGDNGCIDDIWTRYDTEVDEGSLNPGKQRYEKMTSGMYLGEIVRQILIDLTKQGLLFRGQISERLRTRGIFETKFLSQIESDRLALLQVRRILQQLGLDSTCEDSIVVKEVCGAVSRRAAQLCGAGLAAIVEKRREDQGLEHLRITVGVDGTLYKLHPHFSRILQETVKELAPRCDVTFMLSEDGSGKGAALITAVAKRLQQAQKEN
#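 Test system: Recombinant HKDC1 (HK5) hexokinase enzyme, produced in-house | Input: HKDC1 at 5 µg/mL | Buffer or medium: Tris pH 8.0 buffer with MgCl2, Tween-20, BSA, BME | Schedule: 90 min reaction incubation at room temperature, dark | Technique: Resazurin-to-resorufin fluorescence via G6PDH and diaphorase coupling, 525/613 nm | Controls: DMSO wells with and without enzyme mix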
# SENP8 block-1: SENP8 (human) protease inhibition | Q96LD8 | recombinant SENP8, Nedd8 substrate fluorescence | inhibition, % at 20 µM | hit rate 0.64% among 360,000 | AID 602440; in the data active = inhibition mostly above about 40%, no sharp cut-off; inactive = mostly below about 27%
# UBC13 polyUb: blocks human UBC13 polyubiquitin chain formation; hit rate 0.47% among 330,000; TR-FRET; inhibition, % at 20 µM; P61088; in the data active = inhibition above about 45%, passing the limit was not always enough
# Target sequence (P61088 whole entry, looked up): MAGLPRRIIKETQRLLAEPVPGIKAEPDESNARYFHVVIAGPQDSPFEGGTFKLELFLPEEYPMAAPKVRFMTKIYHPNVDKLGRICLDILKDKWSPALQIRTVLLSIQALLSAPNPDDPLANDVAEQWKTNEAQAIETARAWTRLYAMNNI
# SENP7 inh: SENP7 protease inhibition; Q9BQF6; recombinant SENP7, Z-RLRGG-aminoluciferin luminescence, 40 min; inhibition, % at 5 µM; hit rate 1.5% among 330,000; AID 434973;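 active = inhibition above about 50% at the single test dose, limit read from the data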;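 also: plate controls were DMSO with enzyme for no effect and no enzyme buffer wells for full effect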
# PfG6PD inh: PfG6PD (Plasmodium falciparum) enzyme inhibition. PfGluPho enzyme, NADPH resazurin-diaphorase fluorescence. AID 504690. inhibition, % at 20 µM. hit rate 0.78% among 350,000;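 active = inhibition reaching at least a set limit at 20 µM in the primary screen, cut at about 59% in these data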;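 also: 0% = DMSO wells with substrate and 100% = DMSO wells lacking glucose-6-phosphate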
# SENP1 inh: SENP1 (human) catalytic domain inhibition; Q9P0U3; recombinant SENP1 catalytic domain, CyPet-SUMO1-YPet FRET cleavage; inhibition, % at 10 µM; hit rate 0.21% among 360,000;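 active = inhibition at least 30% at 10 µM, raw YFP signal under a set limit, fluorescence ratio 0.5 to 1.5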;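 also: 0% = enzyme with DMSO and 100% = no enzyme wells; some results filed as inactive read as strong as hits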
#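 Controls: no-enzyme wells low, DMSO-plus-enzyme wells high control. Test system: human recombinant His6-tagged SENP1 catalytic domain enzyme. Reagent: SFCypet-SUMO1-SFYpet FRET protein substrate, 25 nM final. Doses: one dose per compound, 10 µM, 0.5% DMSO. Detection: FRET, CFP and YFP emission. Timing: 50 min reaction at room temperature.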
# SENP6 inh: SENP6 protease inhibition. hit rate 1.8% among 330,000. AID 2599. inhibition, % at 10 µM. Recombinant SENP6 catalytic domain, aminoluciferin luminescence. Q9GZR1;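 active = inhibition above about 50% at the single tested dose, limit read from the data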;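 also: plate controls were DMSO wells with enzyme for no effect and DMSO wells lacking enzyme for full effect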
# MIN6 prolif: induces beta-cell replication in MIN6 cells; AID 2380; MIN6 cells proliferation, ATPlite luminescence, 48 h; cells starved in 0.2% serum; 100% = growth in 10% serum; hit rate 0.29% among 330,000; proliferation, % at 10 µM;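 active = compounds whose signal lies at least 3.5 SD above the mean of all wells on their plate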;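 also: 0% = DMSO-treated cells in low-serum medium and 100% = 10% serum control; some compounds called inactive have numbers as strong as hits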
# SENP8 block-2: SENP8 protease inhibition. Q96LD8. inhibition, % at 10 µM. purified SENP8, Z-RLRGG-aminoluciferin cleavage, luminescence. hit rate 1.2% among 330,000. AID 2540; in the data active = inhibition above about 50%
# The depositor's hits bear a star; . = not tested or not shown.
SMILES,HKDC1 inhibitor,SENP8 block-1,UBC13 polyUb,SENP7 inh,PfG6PD inh,SENP1 inh,SENP6 inh,MIN6 prolif,SENP8 block-2
Oc1ccc(N2CCN(c3ccnc4cc(Cl)ccc34)CC2)cc1,3,15,0,-3,66*,3,-2,-2,4
O=C(O)c1ccc(NC(=O)c2cn(-c3ccccc3)nc2-c2ccc(Br)cc2)cc1,-5,4,-11,3,18,0,-13,-5,3
CCc1ccc(-n2c(=O)c3ccccc3n(CC(=O)C(C)(C)C)c2=O)cc1,-5,1,4,-10,0,-1,9,-1,6
O=C1CCc2cc(S(=O)(=O)NCCCC(=O)N3CCN(Cc4ccc5c(c4)OCO5)CC3)ccc2N1,-4,20,-3,12,-2,1,-8,0,2
COc1ccc(C(=O)CCC(=O)Nc2cc(Cl)c(O)c(Cl)c2)cc1,3,10,-8,-4,15,4,-15,-1,0
O=c1[nH]nc(Cc2ccccn2)c2ccccc12,-11,16,14,-7,1,-1,1,-1,9
COc1ccc(CC2SC(=Nc3ccc(F)cc3)NC2=O)cc1 (stereo not drawn),-9,6,1,-1,5,1,3,-1,7
O=C(/C=C/NCc1ccc(F)cc1)c1ccccc1,16,5,-8,7,1,-14,-1,-2,-2
COc1ccc(/C=C/C(=O)OCC(=O)Nc2ccc(Cl)c(S(=O)(=O)N(C)C)c2)cc1OC,-8,-286,4,-1,9,0,-8,2,4
Cc1cccc(NC(=O)CSCC(=O)Nc2nnc(C3CC3)s2)c1,-5,-2,-7,4,-2,-2,-4,-4,0
O=C(Nc1cccc(O)c1)c1cccc(S(=O)(=O)Nc2cccc(O)c2)c1,-3,-13,11,5,3,-1,13,-2,5
CN1CCN(C2CCCCCC2)CC1,11,9,-7,-8,-21,1,3,2,-6
Cn1cccc1/C=C1\SC(=Nc2cccc(O)c2)NC1=O,3,14,-6,52*,-5,-118,78*,-5,54*
CC(C)C(=O)N1CCN(c2ccccc2NC(=O)c2ccc3c(c2)OCCO3)CC1,1,-13,.,.,-27,-7,.,.,.
CCn1c2ccccc2c2cc(NC(=O)CSc3nnc(-c4ccc(OC)cc4)n3N)ccc21,7,-1,-10,9,-14,2,6,1,4
C#CCn1c(=O)c2c(ncn2C)n(C)c1=O,-8,5,8,-2,-5,3,15,0,-2
CC(C)(CNS(=O)(=O)c1cccs1)N1CCOCC1,-7,2,14,-2,-4,4,0,-4,2
CC(NC(=O)COC(=O)CCc1nc2ccccc2c(=O)[nH]1)c1ccccc1 (stereo not drawn),-2,16,-2,2,11,-10,-8,1,9
COc1ccc(CN(C)S(=O)(=O)c2nnc(NC(=O)c3cccc(C)c3)s2)cc1OC,6,-179,-9,1,80*,-4,7,-2,9
NC(=O)CCC(NC(=O)c1ccc(Cl)cc1)C(=O)NCCc1ccc2c(c1)OCCO2 (stereo not drawn),-6,2,0,-3,9,3,-7,-1,-5
Cc1cc2oc3c(c(=O)c2cc1C)C(c1cccc(Br)c1)N(Cc1ccco1)C3=O (stereo not drawn),-6,16,-20,-2,-10,-1,-12,-1,6
O=C(CSc1nnnn1Cc1ccccc1)NC1CCCCC1,-12,7,-4,-11,24,2,-8,0,-9
O=C(O)c1cnc(-c2ccccc2)nc1Sc1ccccc1Cl,1,30,-5,9,-18,0,9,-4,3
CCc1ccc(C2NC(=S)NC3=C2C(=O)CCC3)cc1 (stereo not drawn),-10,9,11,2,10,1,15,0,-2

# Rewritten with values under each structure: part of the list above
# Each structure is followed by: HKDC1 inhibitor	SENP8 block-1	UBC13 polyUb	SENP7 inh	PfG6PD inh	SENP1 inh	SENP6 inh	MIN6 prolif	SENP8 block-2
- CC(NC(=O)COC(=O)CCc1nc2ccccc2c(=O)[nH]1)c1ccccc1 (stereo not drawn)
→ -2	16	-2	2	11	-10	-8	1	9
- COc1ccc(CN(C)S(=O)(=O)c2nnc(NC(=O)c3cccc(C)c3)s2)cc1OC
→ 6	-179	-9	1	80*	-4	7	-2	9
- NC(=O)CCC(NC(=O)c1ccc(Cl)cc1)C(=O)NCCc1ccc2c(c1)OCCO2 (stereo not drawn)
→ -6	2	0	-3	9	3	-7	-1	-5
- Cc1cc2oc3c(c(=O)c2cc1C)C(c1cccc(Br)c1)N(Cc1ccco1)C3=O (stereo not drawn)
→ -6	16	-20	-2	-10	-1	-12	-1	6
- O=C(CSc1nnnn1Cc1ccccc1)NC1CCCCC1
→ -12	7	-4	-11	24	2	-8	0	-9
- O=C(O)c1cnc(-c2ccccc2)nc1Sc1ccccc1Cl
→ 1	30	-5	9	-18	0	9	-4	3

# (list continues)
SMILES,HKDC1 inhibitor,SENP8 block-1,UBC13 polyUb,SENP7 inh,PfG6PD inh,SENP1 inh,SENP6 inh,MIN6 prolif,SENP8 block-2
COc1ccc(C(C(=O)NC2CCCCC2)N(C(=O)c2ccco2)c2ccccc2C(C)=O)cc1OC (stereo not drawn),-3,10,1,-6,-8,0,-16,1,2
Cc1cccc(-n2c(CNC(=O)COc3ccccc3)nnc2SCC(=O)Nc2nccs2)c1,3,25,5,7,-8,1,-6,0,-4
O=c1cc(-c2ccccc2)nc(SCc2ccc(F)cc2)[nH]1,-7,22,-3,11,-13,3,5,1,-3
Cc1ccc2nc(SCC(=O)N/N=C/c3ccc(C(=O)O)cc3)cc(C)c2c1,7,16,-2,2,-5,0,3,-3,16
Cc1ccc(OCc2ccc(C(=O)N3CCCC3)o2)c([N+](=O)[O-])c1,-4,13,-3,-2,9,0,1,0,4
CCn1c(SCC(=O)N/N=C/c2ccc(C)o2)nnc1-c1ccc(C(C)(C)C)cc1,-7,19,-10,6,4,4,-7,0,1
Cc1ccc(S(=O)(=O)N2CCN(C(=O)N3CCCC3)CC2)cc1,-4,10,5,-1,-14,-2,0,-2,-2
CN(CC(=O)Nc1cccc(F)c1)C(=O)c1cccc(N2C(=O)CCC2=O)c1,-3,8,-7,-11,0,2,-20,4,-13
CCC1(C)CC(C(CC(=O)O)c2ccc(C)cc2)CCO1 (stereo not drawn),6,25,-6,9,-10,0,10,-2,4
CC[n+]1c(/C=C2\C=C(C)CC(C)(C)C2)sc2ccccc21,-6,5,-10,5,61*,-24,3,-4,1
Cc1ccc(CNC(=O)CCC(=O)N2CC(C)Oc3ccccc32)cc1 (stereo not drawn),0,10,3,-22,-9,0,-22,-3,-14
COc1ccccc1N1CCN(CC(O)c2c(C)[nH]c3ccccc23)CC1 (stereo not drawn),2,21,0,0,-13,1,-36,-7,2

# Reformatted with two lines to a compound: part of the list above.
# The line under a structure holds: HKDC1 inhibitor | SENP8 block-1 | UBC13 polyUb | SENP7 inh | PfG6PD inh | SENP1 inh | SENP6 inh | MIN6 prolif | SENP8 block-2
- Cc1ccc(OCc2ccc(C(=O)N3CCCC3)o2)c([N+](=O)[O-])c1
  -4 | 13 | -3 | -2 | 9 | 0 | 1 | 0 | 4
- O=c1cc(-c2ccccc2)nc(SCc2ccc(F)cc2)[nH]1
  -7 | 22 | -3 | 11 | -13 | 3 | 5 | 1 | -3
- CCC1(C)CC(C(CC(=O)O)c2ccc(C)cc2)CCO1 (stereo not drawn)
  6 | 25 | -6 | 9 | -10 | 0 | 10 | -2 | 4
- CC[n+]1c(/C=C2\C=C(C)CC(C)(C)C2)sc2ccccc21
  -6 | 5 | -10 | 5 | 61* | -24 | 3 | -4 | 1
- COc1ccccc1N1CCN(CC(O)c2c(C)[nH]c3ccccc23)CC1 (stereo not drawn)
  2 | 21 | 0 | 0 | -13 | 1 | -36 | -7 | 2
- Cc1ccc(CNC(=O)CCC(=O)N2CC(C)Oc3ccccc32)cc1 (stereo not drawn)
  0 | 10 | 3 | -22 | -9 | 0 | -22 | -3 | -14

# Following part.
SMILES,HKDC1 inhibitor,SENP8 block-1,UBC13 polyUb,SENP7 inh,PfG6PD inh,SENP1 inh,SENP6 inh,MIN6 prolif,SENP8 block-2
C=CCn1c(COc2ccccc2C)nnc1SCC(=O)O,-1,28,-12,-9,-13,0,-10,-1,-3
Cc1cccc(Nc2nnc(SCC(O)=C(C#N)c3nc4ccccc4[nH]3)s2)c1,1,-379,.,.,-13,-40,.,.,.
On1c(-c2ccc(Cl)cc2Cl)nc2ncccc21,0,-21,1,2,-5,-9,-10,7,-4
COCc1c(C(=O)NC2CCCCC2)sc2cccc(F)c12,4,12,7,4,0,0,-6,0,1
C#CCOCCOCCOCCNc1nc(N2CCN(C(=O)[C@H](CCCCN)n3cc(C(N)CO)nn3)CC2)nc(N2CCN(C(=O)[C@H](CCCCN)n3cc(C(N)COC(=O)C(F)(F)F)nn3)CC2)n1 (stereo partly drawn),.,.,76*,0,.,.,-13,-6,0
O=C(CCc1nnc2ccc(N3CCC4(CC3)OCCO4)nn12)NCc1ccccc1Cl,-7,-15,-4,32,3,-2,-1,-3,-2
CCOC(=O)/C(C(=Nc1ccccc1)Nc1ccccc1)=C(\C)O,-3,23,1,-1,-3,1,6,7.0*,-5
CCOc1cc(CNc2ccccc2)cc(Br)c1OCC(=O)NC(C)(C)C,6,11,7,15,14,0,2,-4,5
COc1ccc2nc3c(cc2c1)c(NC(=O)C1CCCO1)nn3CC(C)C (stereo not drawn),3,-474,11,0,23,-17,-8,-2,0
Cc1ccc(OCCn2c(SCCO)nc3c(N)ncnc32)cc1,-2,23,6,4,-5,-1,5,-2,5
CCOC(=O)c1c(NC(=O)CSc2nnc(-c3ccccc3)o2)sc(C(C)=O)c1C,2,16,2,-3,13,22,-19,-1,0
CCCC(=O)C1=C(O)C(C(=O)OC)C(C)(C)CC1=Nc1ccc(Br)cc1 (stereo not drawn),7,17,-2,0,0,1,-4,-1,8
CC(Sc1nnc2n1CCCCC2)C(=O)Nc1ccc(S(N)(=O)=O)cc1 (stereo not drawn),1,4,-3,-3,13,1,-14,1,-4
COC(=O)c1c(NC(=O)CC2Nc3ccccc3NC2=O)sc(C)c1C (stereo not drawn),-9,-42,0,2,-25,-81,-29,-4,0
COc1ccc(C(=S)N2CCOCC2)cc1OC(=O)c1cc(OC)c(OC)c(OC)c1,-6,13,-9,1,13,2,-20,0,-3
CCc1cccc(C)c1NS(=O)(=O)c1cccs1,-2,2,.,.,1,0,.,.,.
Cc1ccc(S(=O)(=O)CCC(=O)OCc2ccccc2F)cc1,4,8,-6,10,11,-1,-5,-2,-6
Cc1ccc(C2CC(c3cccs3)=NN2C(=O)CSC2=NN3CCCC(=O)N=C3S2)cc1 (stereo not drawn),9,-284,-9,-3,6,2,14,-6,-8
CC1=C(C(=O)OCC2CCCO2)C(c2ccccc2OC(C)C)C2=C(CC(c3ccco3)CC2=O)N1 (stereo not drawn),-5,-480,4,14,3,-39,14,-4,5
CCC(C)n1c(=S)[nH]c2ccccc2c1=O (stereo not drawn),-1,-19,-2,-2,19,0,3,-1,4
CC1=CC2(C)C(C3C(C)=CC2(C)C(=O)C3(C)O)C(C)(O)C1=O (stereo not drawn),-1,17,.,.,-1,4,.,.,.
O=C(NCc1cccc(OC(F)(F)F)c1)c1ccc2c(c1)S(=O)(=O)c1cc(Cl)ccc1C2=O,-1,10,-6,-2,-4,2,8,-2,2

# High-throughput results from PubChem BioAssay.
